Assay outcomes from PubChem.
Efa HMGR inh – inhibitors of class II HMG-CoA reductase from Enterococcus faecalis | purified E. faecalis HMGR, NADPH absorbance 340 nm kinetic | inhibition, % at 10 µM | actives 0.41% (n = 190,000);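 active = inhibition above a set limit, the median over all tested compounds plus 3 SD, cut at about 9.5% in these data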;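 also: enzyme runs in reverse so mevalonate oxidation gives rising NADPH absorbance; 0% = complete reaction with DMSO and 100% = background rate lacking mevalonate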
PPARg SRC3 recr – agonists of human PPARgamma SRC-3 coactivator recruitment; P37231; biochemical PPARgamma/SRC-3 coactivator recruitment assay; activation, % at 8 µM; actives 0.26% (n = 200,000); AID 731; in the data active = activation above about 23%;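 also: 0% = DMSO and 100% = reference agonist; some compounds past the cut are filed as inactive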
Target sequence (P37231 whole entry, looked up): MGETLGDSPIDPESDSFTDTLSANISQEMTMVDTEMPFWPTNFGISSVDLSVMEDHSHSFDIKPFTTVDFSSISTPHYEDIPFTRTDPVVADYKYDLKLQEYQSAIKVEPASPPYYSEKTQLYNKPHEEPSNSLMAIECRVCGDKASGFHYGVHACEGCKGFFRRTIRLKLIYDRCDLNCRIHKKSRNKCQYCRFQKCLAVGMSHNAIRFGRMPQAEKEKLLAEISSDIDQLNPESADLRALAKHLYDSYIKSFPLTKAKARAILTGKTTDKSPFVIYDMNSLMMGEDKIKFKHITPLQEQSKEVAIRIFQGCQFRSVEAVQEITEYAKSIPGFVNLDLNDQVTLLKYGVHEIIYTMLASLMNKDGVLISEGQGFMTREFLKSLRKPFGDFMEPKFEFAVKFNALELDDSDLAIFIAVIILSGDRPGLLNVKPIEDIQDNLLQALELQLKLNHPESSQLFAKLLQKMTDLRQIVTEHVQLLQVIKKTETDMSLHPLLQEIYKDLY
bIAP act – intestinal alkaline phosphatase (bovine) activation. purified bovine IAP, CDP-star luminescence, 30 min; active compounds read high; fold of DMSO-control signal, blank-subtracted. activation factor at 20 µM. actives 0.17% (n = 200,000). AID 1016;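 active = activation factor of 2 or more at 20 µM, a signal rise over negative controls twice the positive control's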
TNAP act hi DEA – activators of human TNAP at high phosphate acceptor concentration; 200,000 tested, under 10 active; activation factor at 20 µM; purified TNAP, CDP-star luminescence, 1 M DEA, 30 min; active compounds read high; 0 = EDTA background, 1 = DMSO-only activity; AID 1136;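 active = activation factor at least 2 at 20 µM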
Target sequence (P05186 whole entry, looked up): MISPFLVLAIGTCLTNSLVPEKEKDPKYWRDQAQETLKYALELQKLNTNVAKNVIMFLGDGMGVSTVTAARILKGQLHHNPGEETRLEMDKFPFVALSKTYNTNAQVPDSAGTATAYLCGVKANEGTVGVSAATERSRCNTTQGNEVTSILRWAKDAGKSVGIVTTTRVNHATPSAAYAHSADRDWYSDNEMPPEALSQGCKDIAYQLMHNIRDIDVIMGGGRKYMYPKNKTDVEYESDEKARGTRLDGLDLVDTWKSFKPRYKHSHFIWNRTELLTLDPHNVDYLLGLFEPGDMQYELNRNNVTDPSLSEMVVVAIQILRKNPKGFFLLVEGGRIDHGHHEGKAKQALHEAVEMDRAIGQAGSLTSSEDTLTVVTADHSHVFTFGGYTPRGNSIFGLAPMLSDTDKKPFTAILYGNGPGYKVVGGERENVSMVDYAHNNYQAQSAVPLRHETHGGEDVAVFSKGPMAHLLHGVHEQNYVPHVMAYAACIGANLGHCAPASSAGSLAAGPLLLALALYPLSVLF
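Test system – human TNAP · Doses – 20 µM single point · Incubation – 30 min, room temperature · Signal – luminescent substrate turnover signal · Read-out basis – activation factor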
PPARg SRC-2 ag – promotes SRC-2 coactivator recruitment by human PPARgamma; AID 1032; activation, % at 8 µM; actives 0.34% (n = 200,000); P37231; PPARgamma LBD-SRC-2 recruitment, biochemical; in the data active = activation above about 22%;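 also: 0% = vehicle and 100% = reference agonist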
TR-FRET SRC-2 ct – TR-FRET artefact, counter-screen to PPARgamma/SRC-2 agonist assay. active compounds read high. TR-FRET ratio at 8 µM. actives 0.4% (n = 200,000); in the data active = TR-FRET ratio above about 2000; also: inactives centre near 1500; reference of the scale not given here
bIAP inh – intestinal alkaline phosphatase (bovine) inhibition. purified bovine IAP, CDP-star luminescence, 30 min. inhibition, % at 20 µM. 190,000 tested, under 10 active. AID 1019;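 active = over 50% inhibition of intestinal alkaline phosphatase at 20 µM in the single-dose screen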
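Assay system – bovine IAP enzyme · Quantity – bovine IAP at 1/65,000,000 final dilution · Detection – CDP-star luminescence signal · Times – 30 min reaction at room temperature · Also added – CDP-star substrate at 30 µM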
PPARg SRC1 recr – PPARgamma-driven SRC-1 recruitment agonism. P37231. actives 0.41% (n = 200,000). PPARgamma-SRC-1 coactivator recruitment biochemical assay. activation, % at 8 µM; in the data active = activation above about 19%;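 also: 0% = DMSO and 100% = reference agonist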
TNAP inh no acc – blocks human TNAP activity with no phosphate acceptor present. P05186. purified TNAP, CDP-star luminescence, 30 min. inhibition, % at 20 µM. actives 0.26% (n = 200,000);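 active = tissue-nonspecific alkaline phosphatase inhibition above about 50% at 20 µM in the single-dose screen, limit read from the data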;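 also: 0% = DMSO negative control and 100% = EDTA positive control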
TNAP inh hi DEA – blocks human TNAP under high phosphate acceptor concentration. P05186. purified TNAP, CDP-star luminescence, 1 M DEA. inhibition, % at 20 µM. actives 0.03% (n = 200,000);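 active = over 50% inhibition of tissue-nonspecific alkaline phosphatase at 20 µM in the single-dose screen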;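 also: plate controls were DMSO wells for no effect and EDTA-quenched wells as full inhibition for full effect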
An asterisk follows results filed as active; / = not tested or not shown.

molecule	TNAP inh hi DEA	bIAP inh	TR-FRET SRC-2 ct	PPARg SRC1 recr	bIAP act	PPARg SRC-2 ag	Efa HMGR inh	PPARg SRC3 recr	TNAP act hi DEA	TNAP inh no acc
Cc1csc(SCC(=O)Nc2ccccn2)n1	-3.4	3.7	1460	14.6	1	1.7	-1.3	16.9	1	-11.9
CC(C)(C)NC(=O)c1cc(Cl)ccc1[N+](=O)[O-]	-1.8	14.4	1517	-3.1	0.9	-6.1	2.2	-0.8	1	-16.6
COc1ccc(/C=C/C(=O)OCC(=O)c2c(N)n(C)c(=O)n(C)c2=O)c(OC)c1	-6.8	2.5	1562	-0.6	1	3.3	-4.6	6.3	1.1	-9.0
CCN(CC)C(=O)C(=O)c1c(-c2ccccc2)[nH]c2ccccc12	4.3	27.5	1689	14.6	0.7	9.7	-5.2	3.4	1	-4.2
COc1ccccc1Nc1nc2nonc2nc1N1CCCCC1C (stereo not drawn)	0.4	-0.1	1532	-3.5	1	-2.5	-2.2	1.0	1	-7.6
O=C(Nc1ccc(OC(F)F)c(Cl)c1)[C@@H]1CCCN1C(=O)c1cccs1	2.2	14.9	1693	0.5	0.9	0.9	-3.5	0.3	1	-3.0
O=C(CCC(=O)N/N=C/c1ccccc1O)NCc1ccccc1	-5.1	6.5	1458	0.6	0.9	-3.7	-0.1	3.6	1.1	-8.1
Cc1ccc(S(=O)(=O)N(Cc2ccccc2)Cc2ccco2)cc1	-7.3	/	1540	-5.6	0.4	3.8	-1.9	10.7	1.1	-17.5
COc1ccccc1CNC(=O)c1ccc(CNc2c(N3CCCC3)c(=O)c2=O)cc1	0.6	4.2	1693	11.0	1	8.3	-1.4	7.0	1	-10.1
OCCC1CN(Cc2c(O)ccc3ccccc23)CCN1CCc1ccccc1 (stereo not drawn)	-3.7	-5.1	1857	14.6	1.1	5.0	2.2	1.6	1	-7.7
Cc1c(C(=O)N2CCOCC2)[nH]c2ccc(OCc3ccccc3)cc12	-5.2	-17.0	1542	3.4	1.2	2.1	-1.2	5.5	1.1	-3.4
O=C(Nc1ccccc1)C1CCN(C(=O)c2ccccc2)CC1	-2.7	1.0	1246	1.8	1	1.1	2.5	-6.8	1	0.8
COc1ccc(CCNC(=O)c2nnc(Cc3ccc(Cl)cc3)o2)cc1OC	3.3	-3.3	1824	6.7	1	14.2	0.3	3.8	1	-4.7
Cc1ccc(CSCc2ccc(C(=O)NCC3CCCO3)o2)cc1 (stereo not drawn)	-3.3	7.2	1518	1.8	0.9	6.1	-0.6	3.0	1	-11.4
CC(C)OCCCNC(=O)c1ccccc1Oc1ccccc1	-4.1	5.4	1524	-3.3	0.9	-1.7	-0.9	-3.4	1	-10.5
O=C(COC(=O)c1c2c(nc3ccccc13)CCN(Cc1ccccc1)C2)Nc1c(F)cccc1F	-2.5	10.2	1518	-3.9	0.9	0.7	-5.7	-2.3	1	-4.8
CCCN1C(=O)c2ccc(C(=O)NC3CCCCC3)cc2C1=O	-1.1	0.5	1651	-7.2	1	5.1	-0.4	3.1	1	-8.0
CCCCOC(=O)c1cccc(NC(=O)CCC(=O)O)c1	-7.8	9.9	1360	-7.5	0.9	-9.7	-0.1	-4.9	1.1	-3.3
O=S(=O)(/C=C/c1ccccc1)N1CCN(c2nc(-c3cccnc3)nc3ccccc23)CC1	-1.0	-3.4	1899	5.3	1	7.1	-2.1	7.4	1	-11.4
NC(=O)c1ccccc1N/C=C/C(=O)c1ccc(F)cc1	-1.6	7.3	1544	2.7	0.9	-7.0	-7.7	-4.0	1	-5.4
CS(=O)(=O)Nc1nc2n(n1)C(c1ccccc1)C=C(c1ccc(Br)cc1)N2 (stereo not drawn)	-1.7	10.0	1494	8.6	0.9	-1.6	3.4	3.3	1	-13.7
Cc1ccc(-n2cc(CNCCCN3CCCC3=O)c(-c3ccc(F)cc3)n2)cc1	-3.5	-8.2	1578	10.8	1.1	-3.2	-1.7	-2.9	1	-4.0
Cn1c(=O)cc(-c2ccccc2)c2ccccc21	-3.1	12.5	1339	0.1	0.9	-1.4	-10.0	0.1	1	-12.2
COc1cc(C(=O)Nc2ccc(S(=O)(=O)N3CCc4ccccc43)cc2)cc(OC)c1OC	-3.8	4.4	1658	0.1	1	7.7	4.9	-0.5	1	-6.9
Cc1ccc(Cl)cc1N1CCN(Cc2nc3ccsc3c(=O)[nH]2)CC1	6.7	-22.8	1456	1.1	1.2	2.6	-2.7	-2.1	0.9	-10.5
CN(C)CCNC(=O)c1ccc(COCC(F)(F)F)cc1	-3.0	3.4	1543	-3.7	1	5.3	-3.2	-7.9	1	-7.6
COc1ccc(/C=C\C(=O)c2c(O)ccc3c(C)cc(=O)oc23)cc1	-0.7	4.3	1538	5.7	1	13.2	-1.0	1.9	1	-6.4
CC(C)COC(=O)Cn1cnc2ccc(Br)cc2c1=O	0.9	15.4	1578	-3.4	0.8	0.7	2.4	-9.0	1	-5.4
COC(=O)NNC(=O)COc1ccccc1C	-6.5	-33.6	1588	6.2	1.3	2.8	4.4	2.5	1.1	-10.6
O=C(Nc1ccc2c(c1)OCCO2)c1oc2ccccc2c1NC(=O)C1CC1	-4.3	6.8	1675	6.3	0.9	10.0	-6.3	3.1	1	-5.8
CCOc1ccc(/C=N/n2cc(-c3ccccc3)[nH]c2=S)cc1	0.9	2.9	1503	23.9*	1	2.6	10.5*	9.5	1	-12.6
COC(=O)c1ccc(C(=O)OC)c(NC(=O)C(C)(C)C)c1	-6.2	1.9	1765	46.1*	1	8.7	-4.4	-0.1	1.1	-5.0
CCc1ccc2c(c1)C(c1ccc([N+](=O)[O-])cc1)=NNC(c1ccc(Br)cc1)=N2	8.2	-31.1	1418	8.8	1.3	3.6	-3.9	3.8	0.9	3.0
CC(=O)Nc1cccc(-c2nnc(SCC(=O)n3c4c(c5ccccc53)CCCC4)n2C)c1	-1.0	9.9	1367	3.1	0.9	-1.3	-6.1	-2.8	1	-4.8
COCc1cc(/C=N\NC(=O)COc2ccc(Cl)cc2)ccc1OC	-4.3	/	1534	-3.7	0.5	0.4	-5.5	-2.0	1	-9.6
COc1ccc2c(CC(=O)N(C)CC3COc4ccccc4O3)coc2c1 (stereo not drawn)	-4.6	-11.3	1423	5.3	1.1	2.3	-0.5	-11.4	1	-2.9
NS(=O)(=O)c1cccc(NC(=O)CNC(=O)CC23CC4CC(CC(C4)C2)C3)c1	1.5	0.9	1535	-4.8	1	2.0	-1.4	-3.9	1	-6.2
CCC(CC)NC(=O)Cc1ccccc1OC	-13.2	11.8	1722	4.0	0.9	-4.5	-5.9	5.4	1.1	-15.6
C/C(=N\NC(=O)C(=O)Nc1cccc(Cl)c1C)c1ccncc1	-4.7	4.9	1715	0.1	1	-5.2	-8.5	-1.0	1	-70.7
Cc1cc2c(c(SCC(=O)Nc3ccc(C)c(C)c3)n1)C(=O)OC2	-3.0	4.2	1616	-0.8	1	8.5	2.5	5.0	1	7.3
Cc1cc(C)n(/N=C/c2c[nH]c3ccccc23)c(=O)c1	-3.6	7.4	1468	2.9	0.9	9.4	2.5	10.4	1	-9.8
CCOc1ccc(C(=O)Nc2cccc(NC(=O)c3cccs3)c2)cc1[N+](=O)[O-]	-2.2	-0.5	1653	3.5	1	1.7	0.9	0.8	1	-16.1
COc1ccc(CNC(=O)C2Cc3ccccc3CN2C(=O)c2ccco2)cc1 (stereo not drawn)	1.5	-12.2	1633	2.3	1.1	7.0	-3.8	-1.7	1	-7.9
COc1cc2ncnc(NCc3ccccc3C)c2cc1OC	-2.0	-1.7	1621	0.9	1	5.1	0.1	8.6	1	-14.0
CCCc1cc(C(=O)N2CCN(c3ccccc3C)CC2)cs1	-5.6	10.7	1602	2.2	0.9	4.6	-3.1	-16.9	1.1	-9.9
Cc1ccc(-c2cc(=O)c3cc(F)ccc3[nH]2)cc1	3.7	12.7	1409	3.4	0.9	11.6	0.2	-1.3	1	-4.7
CCn1ncc(C(=O)Nc2cccc(Cl)c2)c1C	-0.2	9.2	1395	-2.0	0.9	0.1	-2.4	-7.2	1	-0.6
CCOC(=O)c1sc(NC(=O)c2cccs2)nc1C	-1.9	0.3	1504	-1.8	1	-5.9	-2.0	-5.0	1	-5.9
Cc1sc2c(c1C)c(=O)n(-c1ccccc1)c1nncn21	-7.6	6.4	1727	4.7	0.9	-4.2	1.0	4.3	1.1	-14.9
CC1=NN(c2ccc(Br)cc2)C(=O)/C1=C/c1cccs1	-1.0	5.8	1499	3.2	0.9	12.8	1.7	11.2	1	10.4

Entries listed above printed as active in Efa HMGR inh.
| Structure | TNAP inh hi DEA | bIAP inh | PPARg SRC1 recr | bIAP act | PPARg SRC-2 ag | Efa HMGR inh | PPARg SRC3 recr | TNAP act hi DEA | TNAP inh no acc |
| --- | --- | --- | --- | --- | --- | --- | --- | --- | --- |
| CCOc1ccc(/C=N/n2cc(-c3ccccc3)[nH]c2=S)cc1 | 0.9 | 2.9 | 23.9* | 1 | 2.6 | 10.5* | 9.5 | 1 | -12.6 |

(more compounds)
molecule	TNAP inh hi DEA	bIAP inh	TR-FRET SRC-2 ct	PPARg SRC1 recr	bIAP act	PPARg SRC-2 ag	Efa HMGR inh	PPARg SRC3 recr	TNAP act hi DEA	TNAP inh no acc
CCC(C)NC(=S)N1CCN(Cc2ccccc2)CC1 (stereo not drawn)	-1.8	-4.5	1524	1.5	1	2.3	-1.9	4.3	1	-2.0
Clc1ncccc1-c1nnn(-c2ccccc2Br)n1	-4.6	18.8	1525	14.5	0.8	4.7	-1.4	2.0	1	-4.2
COc1ccc(/C=C2/C(=O)N=C(N)N2C)cc1OC	-7.0	-7.8	1529	2.6	1.1	4.2	-0.7	-0.4	1.1	-1.6
Cc1cccc(NC(=O)C2CCCN(S(=O)(=O)c3cccc4nsnc34)C2)c1 (stereo not drawn)	-9.0	7.3	1544	1.7	0.9	6.5	-4.5	-2.4	1.1	-11.1
CN(C)c1ccc(CNc2nc(-c3ccccc3)nn2S(C)(=O)=O)cc1	-4.6	-8.3	1561	2.0	1.1	2.9	-2.0	3.6	1	-8.9
COc1ccc(NS(=O)(=O)c2cc(NC(=O)C3CCCCC3)ccc2N2CCOCC2)cc1	0.1	14.3	1645	0.6	0.9	-2.1	-10.6	-0.8	1	-1.6
O=C1C2CC=C(Cl)CC2C(=O)N1CCN1CCOCC1 (stereo not drawn)	-6.7	13.4	1516	-0.3	0.9	2.8	-0.8	1.1	1.1	-17.0
C(=C\c1ccccc1)/C=N/Nc1nc2ccccc2[nH]1	7.8	-2.3	1523	2.1	1	0.1	-3.1	-3.4	0.9	-70.7

Fetched by structure from the list above:
molecule	TNAP inh hi DEA	bIAP inh	TR-FRET SRC-2 ct	PPARg SRC1 recr	bIAP act	PPARg SRC-2 ag	Efa HMGR inh	PPARg SRC3 recr	TNAP act hi DEA	TNAP inh no acc
Cc1cccc(NC(=O)C2CCCN(S(=O)(=O)c3cccc4nsnc34)C2)c1 (stereo not drawn)	-9.0	7.3	1544	1.7	0.9	6.5	-4.5	-2.4	1.1	-11.1
CCC(C)NC(=S)N1CCN(Cc2ccccc2)CC1 (stereo not drawn)	-1.8	-4.5	1524	1.5	1	2.3	-1.9	4.3	1	-2.0
C(=C\c1ccccc1)/C=N/Nc1nc2ccccc2[nH]1	7.8	-2.3	1523	2.1	1	0.1	-3.1	-3.4	0.9	-70.7
CN(C)c1ccc(CNc2nc(-c3ccccc3)nn2S(C)(=O)=O)cc1	-4.6	-8.3	1561	2.0	1.1	2.9	-2.0	3.6	1	-8.9
